# Screens from PubChem BioAssay.
# USP2a inh: blocks human ubiquitin-specific protease USP2a; Potency, µM (top dose mostly 38.3 µM), for the others: top-dose activity change, negative = inhibition, usual class: inhibitors; hit rate 0.01% among 330,000; USP2 core, Ub-CHOP2 coupled fluorogenic reporter, 485/531; O75604;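 further: potency means the concentration at half of the fitted maximal effect; plate controls were DMSO wells for no effect and full inhibition by NEM control for full effect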
#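 Deubiquitinase activity read as fluorescence (485/531 nm) after Ub-CHOP2 cleavage activates the enterokinase reporter on its substrate; USP2 core 10nM, Ub-CHOP2 and substrate 25nM each, 30min compound preincubation then 60min RT; data normalized to NEM, curves fitted.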
# B2AR arrestin: agonists driving beta-arrestin recruitment to human beta2-adrenergic receptor. hit rate 0.02% among 330,000. beta-arrestin recruitment to beta2AR, cell-based reporter. Potency, µM (highest dose often 46.1 µM), for the others: at the highest dose activation, most hits filed as activators;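 further: potency means the concentration at half of the fitted maximal effect; 0% = DMSO controls and full agonism = EC100 isoproterenol or metaproterenol; nearly all actives have a fitted effect of over 65% in size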
# TRPV1 agonist: activates the human vanilloid receptor TRPV1 | Q8NER1 | TRPV1-expressing cells, Fluo-8 calcium influx, agonist mode | activation, % at 8.33 µM | hit rate 0.19% among 320,000 | AID 540275; in the data active means activation above about 80%; inconclusive means between about 30% and that limit; further: 0% is about no effect
#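 Fluo-8 calcium influx in TRPV1-expressing cells, kinetic read (ex 480/em 520 nm). Compound added and read 3 min for agonist activity, followed by capsaicin at EC20 final and 2 min further read for enhancement.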
# Giardia kill: Giardia lamblia killing | activity change, % at 7.66 µM, hits read low | hit rate 0.15% among 340,000 | Giardia lamblia trophozoite viability; in the data active means activity change below about -80%; inconclusive means between about -30% and that limit;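 further: parasites exposed to compound for two days anaerobically before the ATP read; on the % scale 0 is the no-effect control and ±100 the full control effect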
#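 Viability, read as ATP luminescence: trophozoites at 100 cells/well, compound added, 48 hrs anaerobic at 37 deg C, then 15-30 min room-temperature development before reading.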
# MLL CXXC-DNA inh: inhibitors of human MLL CXXC domain-DNA interaction; Potency, µM (series often up to 115 µM), inactives show at the highest dose activity change, negative = inhibition, actives largely listed as inhibitors; MLL-CXXC / FITC-HOXA9 DNA fluorescence polarization; AID 2662; hit rate 0.037% among 290,000; active means well fitted inhibition curve with a large enough effect in the polarisation, with a control signal flat, not every such curve was filed as active; inconclusive means small, poorly fitted or top-dose-only effect, or effect the other way, or a change in a side signal; inactive means no such curve, though single readings can be large or run the other way; the % refers to the polarisation; further: potency means the concentration at half of the fitted maximal effect
#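 Purified MLL-CXXC (added from a 7 uM solution) was preincubated 5 min at ambient with pinned compounds in 50 mM Tris-HCl pH 7.5, 50 mM NaCl, 1 mM DTT, 0.05% BSA. Fluorescein-labeled HOX-A9 DNA (50 nM solution) followed, 30 min, then polarization read.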
# Coupling enz: inhibits coupling enzyme system, counter-screen for aldolase hits. coupling enzyme system counterscreen, AmpLite Red fluorescence. activity change, negative = inhibition, % at 58.2 µM, hits read low. hit rate 0.67% among 290,000. AID 2472; in the data active means activity change below about -30%; further: on the % scale 0 is the no-effect control and ±100 the full control effect
#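 Final compound at 57.5 uM, incubated 10 min at RT with coupling enzyme reagent (glyceraldehyde-3-phosphate), then 20 min with substrate and AmpLite Red detection. Fluorescence read at 525/598 nm; tests interference with the coupling assay, not aldolase inhibition.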
# hERG WT inh: KCNH2 (human, wildtype) channel inhibition. Q12809. U2OS, BacMam KCNH2, thallium flux FluxOr; hits give low values. activity change, % at 1.84 µM. hit rate 0.37% among 340,000;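 active means maximum activity change below -70%; inconclusive means maximum activity change between -70% and -50%; inactive means maximum activity change above -50%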; further: on the % scale 0 is the no-effect control and ±100 the full control effect
#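 U2OS cells were transduced with wild-type KCNH2 virus (2.03 x 10^8 / mL) for 4 h at room temperature, then cultured overnight at 37 C. Thallium flux was read with FluxOr dye. Rate constants were normalized to DMSO controls.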
# GALK inhibitor: inhibitors of human galactokinase. P51570. Potency, µM (doses to about 57.5 µM), without a hit: at the top dose activity change, negative = inhibition, usual class: inhibitors. Purified GALK, Kinase-Glo residual ATP luminescence. hit rate 0.007% among 270,000; further: potency means the concentration at half of the fitted maximal effect; on the % scale 0 is the no-effect control and ±100 the full control effect
# Target sequence (P51570 whole entry, looked up): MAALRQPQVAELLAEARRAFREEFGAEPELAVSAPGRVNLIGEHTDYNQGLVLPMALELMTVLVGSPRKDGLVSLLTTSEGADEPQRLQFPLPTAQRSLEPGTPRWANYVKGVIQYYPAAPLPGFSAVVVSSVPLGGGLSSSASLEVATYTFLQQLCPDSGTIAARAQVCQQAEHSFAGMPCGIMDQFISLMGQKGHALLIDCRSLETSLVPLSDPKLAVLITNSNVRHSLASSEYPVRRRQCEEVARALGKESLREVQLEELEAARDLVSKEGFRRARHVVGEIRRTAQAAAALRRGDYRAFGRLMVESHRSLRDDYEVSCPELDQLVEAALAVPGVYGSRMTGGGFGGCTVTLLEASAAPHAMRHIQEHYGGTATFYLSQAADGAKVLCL
#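 ATP-depletion format; final 35 uM ATP, 100 uM D-galactose, 5 nM enzyme; pH 8.0 HEPES/Mg2+ buffer; 60 min RT; luminescence read 10 min after detection reagent.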
# PKM2 act: PKM2 (human) enzyme activation | P14618 | purified PKM2, Kinase-Glo ATP luminescence, activation; response scale: 0% is enzyme alone, no compound | Potency, µM (highest dose often 57.5 µM), without a hit: at the top dose activation, usual class: activators | hit rate 0.34% among 260,000 | AID 1631; further: potency means the concentration at half of the fitted maximal effect; on the % scale 0 is the no-effect control and ±100 the full control effect; nearly all actives have a fitted effect of over 55% in size
# Target sequence (P14618 whole entry, looked up): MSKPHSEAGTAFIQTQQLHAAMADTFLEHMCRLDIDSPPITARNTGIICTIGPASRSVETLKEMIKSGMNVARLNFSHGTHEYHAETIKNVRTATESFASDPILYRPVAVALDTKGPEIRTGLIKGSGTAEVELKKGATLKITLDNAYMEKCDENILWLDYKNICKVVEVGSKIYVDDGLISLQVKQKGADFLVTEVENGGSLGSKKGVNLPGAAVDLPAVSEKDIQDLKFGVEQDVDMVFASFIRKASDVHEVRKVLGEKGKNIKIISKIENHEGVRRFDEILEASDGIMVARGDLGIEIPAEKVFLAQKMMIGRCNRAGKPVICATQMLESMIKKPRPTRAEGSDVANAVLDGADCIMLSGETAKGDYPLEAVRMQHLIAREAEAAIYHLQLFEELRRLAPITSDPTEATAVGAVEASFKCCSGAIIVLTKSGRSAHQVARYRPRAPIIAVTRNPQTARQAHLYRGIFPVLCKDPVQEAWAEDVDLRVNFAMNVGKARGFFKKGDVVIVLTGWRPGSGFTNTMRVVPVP
#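 Purified hPK-M2 (>95% pure) converted ADP (0.1 mM final) to ATP with 0.5 mM PEP in 50 mM imidazole pH7.2, KCl, MgCl2, Tween 20, BSA; 1 h at room temperature. ATP detected by Kinase-Glo luminescence.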
# Menin-MLL TR inh: displaces Texas Red mutant MLL peptide from human menin. O00255. Menin + Texas Red MLL mutant peptide, fluorescence polarization. hit rate 0.23% among 270,000. Potency, µM (highest dose often 61.6 µM), inactives show top-dose FP activity change, negative = inhibition, hits mostly inhibitors; active means well fitted inhibition curve with a large enough effect in the polarisation, with a control signal flat, not every such curve was filed as active; inconclusive means small, poorly fitted or top-dose-only effect, or effect the other way, or a change in a side signal; inactive means no such curve, though single readings can be large or run the other way; the % refers to the polarisation; further: potency means the concentration at half of the fitted maximal effect; % of control where 0% means no effect; many of its hits are not listed in these tables
# KCNH2 3.1 inh: inhibitors of human KCNH2 3.1 potassium channel isoform; U2OS KCNH2 3.1, thallium flux FluxOr; hits give low values; activity change, % (tested at about 1.8 µM); AID 720553; hit rate 0.95% among 340,000;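 active means maximum activity change below -70%; inconclusive means maximum activity change from -70% to -50%; inactive means maximum activity change above -50%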;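 further: thallium influx rate constant from kinetic fluorescence after stimulation buffer; on the % scale 0 is the no-effect control and ±100 the full control effect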
#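 Measured as rate of thallium-driven FluxOr signal in transduced U2OS cells carrying the 3.1 channel, read kinetically for 2 min upon stimulation; values are rate constants scaled to DMSO control wells.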
# Numbers without * were called inactive; ? = inconclusive; · = no result given; [ ] = remark or other dose. Unless noted, the call rests on the fitted dose curve; in most records, active means well fitted curve in the direction sought with a large enough effect; inconclusive means small, poorly fitted or top-dose-only effect, or another doubt; inactive means no such curve, though single readings can be large; an effect the other way counts as inactive or inconclusive. The list is partial; count on the stated rates, not on these rows.
No.	molecule	USP2a inh	B2AR arrestin	TRPV1 agonist	Giardia kill	MLL CXXC-DNA inh	Coupling enz
1	N/C(=N\OC(=O)COc1ccc([N+](=O)[O-])cc1)c1cccnc1	2%	0.2%	-3	21	-12%	1
2	CCc1c(C)nc2cc(-c3ccc(OC)cc3)[nH]n2c1=O	-1%	0.1%	-2	-11	0%	-1
3	Cc1ccccc1N=C1c2ccccc2C(=O)C1[N+](=O)[O-] (stereo not given)	0%	-0.5%	1	3	-5%	5
4	CCn1ncc(N2CCOCC2)c(Cl)c1=O	2%	-0.1%	1	-22	-1%	-1
5	O=C(NCC(c1ccco1)N1CCCCC1)c1ccc(OCc2ccccc2)cc1 (stereo not given)	-1%	0.1%	6	29	9%	-1
6	COc1ccc(/C=N/NC(=O)/C(=C/c2ccccc2)CCO)cc1	2%	-0.5%	6	-3	-4%	10
7	COc1cc(N=Cc2c(CO)cnc(C)c2O)cc(OC)c1OC	0%	-1.1%	3	-12	-1%	1
8	Cc1cc(N)nc2nc(C(F)(F)F)nn12	2%	0.1%	2	1	3%	2
9	COc1ccc(CC(=O)Nc2ccc(C(N)=O)cc2)cc1	-5%	-0.3%	-1	-12	7%	2
10	CCCC1Cc2c(sc3ncnc(N)c23)CO1 (stereo not given)	1%	-0.3%	1	5	-5%	-3
11	COc1ccc(C(=O)NCCn2ccc3ccccc32)c(OC)c1	-12%	-1.3%	3	9	6%	-7
12	C=CCn1c(SCC(=O)Nc2cc(C)ccc2C)nnc1-c1cnccn1	1%	-0.6%	-2	-4	-8%	-2
13	Cc1c(NC(=O)c2cc(-c3ccc(F)cc3)nc3ccccc23)c(=O)n(-c2ccccc2)n1C	1%	-0.2%	·	13	·	·
14	Cc1nc(C)c(-c2csc(NCc3ccccc3)n2)s1	-19%	0.1%	1	0	4%	-3
15	Cc1cccc(N(C)S(=O)(=O)c2csc(C(N)=O)c2)c1	1%	-0.1%	-3	3	0%	1

No.	hERG WT inh	GALK inhibitor	PKM2 act	Menin-MLL TR inh	KCNH2 3.1 inh
1	12	2%	-4%	12%	19
2	-2	0%	-1%	-15%	-16
3	1	-1%	-5%	2%	-6
4	-8	-1%	·	24%	4
5	-4	-2%	1%	-25%	-22
6	1	-3%	-10%	-4%	-2
7	-3	-4%	-1%[11.5 µM]	10%	13
8	1	3%	0%	-11%	-2
9	-1	-1%	-1%	·	0
10	-15	0%	0%	-5%	-3
11	3	5%	3%	-4%	0
12	3	1%	1%	2%	-6
13	2	·	·	·	0
14	0	-2%	6%	-3%	-16
15	1	·	·	12%	-1

# The list goes on.
No.	molecule	USP2a inh	B2AR arrestin	TRPV1 agonist	Giardia kill	MLL CXXC-DNA inh	Coupling enz
16	COCCNCC(=O)Nc1nc(C)cs1	-1%	-0.1%	-8	19	5%	1
17	CCn1c(-c2cc(-c3ccc(C)cc3)nc3ccccc23)n[nH]c1=S	1%	-0.7%	?	-4	0%	-2
18	COc1ccc(C2C(C(=O)NCc3ccco3)CCC(=O)N2c2ccc(OC)cc2)cc1 (stereo not given)	1%	-1.0%	-2	-6	2%	0
19	COc1ccc(O)c(C=Nc2cc(C)on2)c1	-7%	-1.0%	-2	13	14%	1
20	COc1cccc(NC(=O)c2ccccc2-c2ccccc2C(=O)O)c1	3%	-2.0%	0	7	-6%	12
21	CCOC(=O)c1ccc(NS(=O)(=O)c2cc(-c3nnnn3CC)ccc2OC)cc1	-2%	0.0%	3	-16	-4%	-2
22	CCOC(=O)C(Cc1c(F)cccc1Cl)c1ccnc2nc(N)nn12 (stereo not given)	-1%	0.3%	0	12	3%	-3
23	COc1cccc(/C=N/NC(=O)C(=O)NCc2ccco2)c1OC	3%	-0.4%	4	-10	-7%	-1
24	Cc1oc2ccc(OCc3ccc(F)cc3Cl)cc2c1C(=O)O	-1%	-0.6%	1	-1	-12%	-12
25	Cc1ccc(NC(=O)N/C=C/c2ccccc2)cc1	4%	0.3%	16	-14	-3%	3
26	O=[N+]([O-])c1ccc(S(=O)(=O)NCC(c2cccnc2)N2CCc3ccccc3C2)cc1 (stereo not given)	1%	0.0%	6	1	·	·
27	CCOC(=O)C1CCN(C(=O)c2cc(S(=O)(=O)N3CCCCCC3)ccc2OC)CC1	-1%	0.0%	2	3	·	·
28	CCOC(=O)N1CCN(S(=O)(=O)N2CCCC(C(=O)NCc3ccc(OC)cc3OC)C2)CC1 (stereo not given)	0%	0.4%	-1	19	0%	·
29	COc1ccc(CNC(=O)CC(C)S(=O)(=O)c2ccc3c(c2)NC(=O)CO3)cc1 (stereo not given)	1%	0.0%	1	11	-5%	1
30	Cc1ccc(C(=O)Oc2csc(=S)n2C(=O)c2ccc(C)cc2)cc1	1%	0.0%	0	-4	103%[activator]	0

No.	hERG WT inh	GALK inhibitor	PKM2 act	Menin-MLL TR inh	KCNH2 3.1 inh
16	-6	11%	3%	-19%	-2
17	3	0%	-11%	21%	6
18	-2	-2%	-8%	8%	-7
19	7	4%	3%	-3%	-1
20	3	3%	-1%	29%	32
21	-17	-2%	2%	24%	8
22	·	2%	-10%	0%	-16
23	-12	1%	-4%	0%	6
24	-1	-3%	0%	·	-8
25	0	2%	0%	-15%	-13
26	34	·	·	·	-1
27	-12	·	·	·	-7
28	7	4%	·	·	-3
29	-24	6%	6%[0.46 µM]	2%	-4
30	3	-3%	-64%	16%	2

# Continued:
No.	molecule	USP2a inh	B2AR arrestin	TRPV1 agonist	Giardia kill	MLL CXXC-DNA inh	Coupling enz
31	O=C(Cc1ccc(S(=O)(=O)N2CCOCC2)s1)Oc1ccc(F)cc1	3%	-0.7%	-3	4	·	·
32	CC(C)c1ccc(NC(=O)C(c2ccccc2)N2CCC3(CC2)OCCO3)cc1 (stereo not given)	-2%	0.5%	3	-15	-4%	-2
33	CCOC(=O)c1c(OCCO)nn(-c2ccc(Cl)cc2)c1N	1%	-1.0%	1	15	-3%	0
34	OCCC#Cc1c(-c2ccsc2)sc2ccccc12	-4%	-0.7%	3	4	2%	0
35	COc1ccc(-c2nc3ccc([N+](=O)[O-])cc3o2)cc1	4%	-1.4%	-3	1	-5%	2
36	CCOc1ccc(CCNC(=O)COC(=O)c2cccs2)cc1OCC	4%	4.3%	-1	13	-14%	·
37	CCC1CCCCN1Cc1ccc(OC)c(C)c1C (stereo not given)	3%	-0.5%	3	-23	-2%	1
38	COC(=O)c1ccccc1NC(=O)NC1CCN(Cc2ccccc2)CC1	3%	-0.1%	11	-1	8%	-1
39	Cc1[nH][nH]c(=O)c1C=NCc1cccnc1	-1%	0.5%	-2	-5	-3%	-2
40	CC(C)(C)C(=O)/C(=C\c1ccc([N+](=O)[O-])cc1)n1cncn1	-1%	-1.0%	2	·	-14%	-2

No.	hERG WT inh	GALK inhibitor	PKM2 act	Menin-MLL TR inh	KCNH2 3.1 inh
31	4	·	·	·	-15
32	0	-1%	-2%	-1%	-2
33	-3	12%	0%	-15%	6
34	5	·	-1%	?	129
35	26	-2%	7%	3%	9
36	2	5%	-14%	·	-1
37	-3	3%	1%	1%	7
38	22	0%	0%	-2%	-7
39	3	-2%	-2%	1%	21
40	·	-1%	?	0%	·

# 5 records drawn at random from those above, as already listed:
No.	molecule	USP2a inh	B2AR arrestin	TRPV1 agonist	Giardia kill	MLL CXXC-DNA inh	Coupling enz
38	COC(=O)c1ccccc1NC(=O)NC1CCN(Cc2ccccc2)CC1	3%	-0.1%	11	-1	8%	-1
34	OCCC#Cc1c(-c2ccsc2)sc2ccccc12	-4%	-0.7%	3	4	2%	0
33	CCOC(=O)c1c(OCCO)nn(-c2ccc(Cl)cc2)c1N	1%	-1.0%	1	15	-3%	0
40	CC(C)(C)C(=O)/C(=C\c1ccc([N+](=O)[O-])cc1)n1cncn1	-1%	-1.0%	2	·	-14%	-2
35	COc1ccc(-c2nc3ccc([N+](=O)[O-])cc3o2)cc1	4%	-1.4%	-3	1	-5%	2

No.	hERG WT inh	GALK inhibitor	PKM2 act	Menin-MLL TR inh	KCNH2 3.1 inh
38	22	0%	0%	-2%	-7
34	5	·	-1%	?	129
33	-3	12%	0%	-15%	6
40	·	-1%	?	0%	·
35	26	-2%	7%	3%	9
